NRP1-CendR mod = modulators of CendR peptide binding to human neuropilin-1 | O14786 | hit rate 0.85% among 360,000 | FAM-RPARPAR peptide binding to NRP-1, fluorescence polarization | inhibition, % at 25 µM;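 active = inhibition or corrected inhibition above about 18%, plus a signal ratio from 0.5 to 1.5, limit read from the data, passing the limit was not always enough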; also: strong numbers were not always called active
LMPTP block = blocks human LMPTP phosphatase | P24666 | recombinant LMPTP-A, OMFP fluorogenic substrate, fluorescence intensity | inhibition, % at 20 µM | hit rate 0.22% among 360,000 | AID 651560;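 active = compounds that cut the enzyme signal by at least half of the control window in the single-dose screen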;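 also: plate controls were DMSO wells with enzyme plus substrate for no effect and substrate without enzyme for full effect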
Target sequence (P24666 whole entry, looked up): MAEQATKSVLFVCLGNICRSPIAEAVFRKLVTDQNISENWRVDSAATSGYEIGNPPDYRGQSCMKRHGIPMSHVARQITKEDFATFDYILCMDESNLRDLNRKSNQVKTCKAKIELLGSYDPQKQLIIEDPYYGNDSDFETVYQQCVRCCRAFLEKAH
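Assay system: LMPTP-A, protein tyrosine phosphatase of low molecular weight / Medium: pH 6.0 Bis-Tris buffer with DTT and Triton X-100 / Schedule: 50 min enzyme reaction at room temperature, protected from light / Measured by: endpoint fluorescence intensity from OMFP dephosphorylation / Read-out basis: % inhibition relative to no-enzyme and uninhibited control wells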
STEP inh = STEP (human) phosphatase inhibition; P54829; recombinant STEP, OMFP fluorogenic substrate, fluorescence; inhibition, % at 20 µM; hit rate 0.25% among 360,000; AID 588621;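 active = inhibition at 20 µM, scaled per plate between control wells, above about 37%, limit read from the data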;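 also: 0% = DMSO with enzyme and substrate and 100% = substrate only without enzyme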
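System: isolated STEP enzyme; schedule: 20 min enzyme reaction at room temperature, protected from light; medium: Bis-Tris buffer pH 6.0, 2.5 mM DTT, 0.005% Tween 20; signal: fluorescence, 480/540 nm; dosing: single compound dose of 20 µM, 1% DMSO final; also added: OMFP substrate, 25 µM final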
TbMetRS inhib = Trypanosoma brucei MetRS inhibition. purified T. brucei MetRS, ATP depletion, Kinase-Glo luminescence. inhibition, % at 11.9 µM. hit rate 0.4% among 360,000;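 active = inhibition above a per-plate cutoff of the control wells' mean inhibition plus 3 SD, cut at about 5.5% in these data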;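 also: 0% = DMSO wells median and 100% = median of wells with control inhibitor compound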
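Dosing: 11.9 µM compound single dose, 0.9% DMSO; Assay system: purified T. brucei MetRS enzyme; Measured by: Kinase-Glo luciferase luminescence reporting remaining unconsumed ATP; Schedule: 15 min plus 2 h at 25 °C.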
SUMO1 PPI mod = modulators of human SUMO1-mediated protein-protein interactions. hit rate 0.33% among 360,000. P63165. SUMO1 binding to a labelled peptide, TR-FRET, 1 h. inhibition, % at 20 µM; in the data active = inhibition above about 37%
Target sequence (P63165 whole entry, looked up): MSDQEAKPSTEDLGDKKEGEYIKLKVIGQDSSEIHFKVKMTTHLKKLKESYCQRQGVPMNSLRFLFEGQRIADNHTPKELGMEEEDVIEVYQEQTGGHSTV
NadD block = NadD (S. aureus) enzyme inhibition | purified NadD enzyme, colorimetric absorbance read-out | inhibition, % at 20 µM | hit rate 0.78% among 360,000; in the data active = inhibition above about 26%; also: some compounds past the cut are filed as inactive
Scp-1 inhibitor = Scp-1 (human) phosphatase inhibition; Recombinant Scp1, phosphopeptide, malachite green phosphate absorbance; hit rate 0.88% among 340,000; inhibition, % at 20 µM; Q9GZU7;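 active = inhibition above about 50% at 20 µM, limit read from the data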;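 also: plate controls were DMSO wells with enzyme for no effect and wells lacking enzyme for full effect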
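Assay system: SCP-1 catalytic fragment, aa 76-261 | Buffer or medium: Tris acetate buffer pH 5.5 with MgCl2 and Tween-20 | Compound: One concentration, 20 µM, with 1.0% DMSO | Also added: Phospho 17-mer peptide substrate | Signal: Absorbance at 630 nm | Incubation: 45 min enzyme reaction at room temperature | Measure: % inhibition of SCP-1 phosphate liberation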
Neddylation inh = inhibitors of human cullin neddylation; P61081+Q13564; TR-FRET cullin neddylation, biochemical; calls only at 25 µM; hit rate 0.58% among 360,000; in the data active = inhibition above about 36%
Target sequence (P61081 whole entry, looked up): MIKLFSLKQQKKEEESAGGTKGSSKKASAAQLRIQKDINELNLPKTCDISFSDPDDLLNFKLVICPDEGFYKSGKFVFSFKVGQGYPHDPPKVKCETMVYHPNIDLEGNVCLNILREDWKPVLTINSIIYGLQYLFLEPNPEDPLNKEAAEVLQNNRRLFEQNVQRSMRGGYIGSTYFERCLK
Target sequence (Q13564 whole entry, looked up): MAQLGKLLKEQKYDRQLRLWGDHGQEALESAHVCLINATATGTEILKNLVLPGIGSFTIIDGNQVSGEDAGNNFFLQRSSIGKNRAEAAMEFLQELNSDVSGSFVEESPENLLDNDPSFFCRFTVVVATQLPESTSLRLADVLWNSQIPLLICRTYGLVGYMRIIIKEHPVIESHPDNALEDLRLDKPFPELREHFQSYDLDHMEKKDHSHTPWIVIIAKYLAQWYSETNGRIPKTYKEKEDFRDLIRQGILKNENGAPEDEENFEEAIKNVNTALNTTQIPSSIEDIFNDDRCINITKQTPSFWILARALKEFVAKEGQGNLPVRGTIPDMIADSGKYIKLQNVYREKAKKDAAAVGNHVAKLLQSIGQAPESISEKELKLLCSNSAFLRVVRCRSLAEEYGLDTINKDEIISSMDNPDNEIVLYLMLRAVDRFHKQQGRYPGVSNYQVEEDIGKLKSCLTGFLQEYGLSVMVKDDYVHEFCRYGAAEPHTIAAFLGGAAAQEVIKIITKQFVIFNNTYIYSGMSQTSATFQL
DNMT1 block = blocks human DNA methyltransferase DNMT1. P26358. DNMT1 molecular beacon, Hinp1I cleavage, fluorescence. inhibition (reported as % activation of signal), % at 10 µM. hit rate 0.83% among 360,000; in the data active = inhibition above about 50%
SKN-1 inh = blocks SKN-1 activity in C. elegans. hit rate 0.49% among 360,000. C. elegans VP596 Pgst-4::GFP/RFP ratio, acrylamide-induced, 24 h. inhibition, % at 21.8 µM;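 active = interference check ratio from 0.5 to 1.5 plus GFP to RFP signal ratio inhibition reaching or exceeding a fixed threshold, cut at about 30% in these data, passing the limit was not always enough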; also: some compounds called inactive have numbers as strong as hits
* marks the source's active call; other numbers are inactive results; i = inactive; . = not tested or not shown.

SMILES	NRP1-CendR mod	LMPTP block	STEP inh	TbMetRS inhib	SUMO1 PPI mod	NadD block	Scp-1 inhibitor	Neddylation inh	DNMT1 block	SKN-1 inh
COc1ccc(CNCc2cccc(Oc3ccccc3)c2)cc1	0.7	0.2	-0.5	-0.6	0.6	-6.7	4.1	i	-2.3	-5.3
COc1ccc(CNC(=O)c2ccc(Cn3cc(Br)cn3)o2)cc1	14.2	-0.2	-1.8	-0.5	-0.4	-3.8	13.0	i	-0.6	12.1
Cn1c(CSc2nc3ccccc3s2)n[nH]c1=S	13.1	-4.2	1.7	0.2	-4.6	1.1	-8.6	i	-1.4	-25.2
Cc1cccc(Nc2n[nH]c(=S)s2)c1C	-3.5	-1.0	2.2	-1.2	12.5	32.4*	60.1*	i	-0.1	5.0
Cc1ccc(C(=O)ONC(=O)c2ccc(Cl)cc2)cc1[N+](=O)[O-]	-5.7	0.1	-0.7	-0.2	-0.5	-0.1	-6.8	i	2.0	9.6
O=C(C[C@H]1C[C@H](C(=O)N2CCOCC2)[C@@]2(CCC3CCCC3)c3[nH]c4ccc(Cl)cc4c3CCN2C1=O)NCCCn1ccnc1	0.9	-8.1	4.2	-0.3	-7.7	15.6	-1.3	i	-10.2	4.6
C=C(C)C(=O)Nc1cccc(C2=NOC3(C2)C[C@@H](C(N)=O)N(C(=O)c2cc([N+](=O)[O-])cc([N+](=O)[O-])c2C)C3)c1 (some centres undefined)	-7.6	0.9	0.8	-0.1	46.0*	6.6	69.7*	i	95.9*	5.7
CCCS(=O)(=O)NC(=O)C1(C)CCCN(C(=O)c2ccc(F)c(Cl)c2)C1 (centres undefined)	2.7	-0.8	-1.2	0.0	3.2	-1.6	.	i	-1.3	9.4
CCN(CC)c1ccc(C(=O)OCC(=O)NC(C)(C)C)cc1	-0.6	1.0	0.5	0.4	0.2	-0.1	-9.0	i	3.0	10.7
O=C(c1cc(-c2ccc(Cl)cc2)nc2ccccc12)N1CCOCC1	-5.9	-0.3	1.0	-0.2	-5.0	1.0	4.4	i	0.3	14.3
Cc1ccc(S(=O)(=O)N(CC(=O)Nc2ccccc2C(=O)O)c2cccc(Cl)c2C)cc1	-9.1	-1.3	-2.8	0.7	10.0	6.1	-9.4	i	1.0	-11.5
CCSc1nnc(NC(=O)CCCOc2ccc(C)cc2)s1	5.8	0.4	-4.2	-1.2	4.5	-2.6	-0.8	i	14.3	-2.6
COc1ccc(C(=O)Nc2ccccc2C(=O)NCc2cccnc2)cc1	13.1	-0.2	-2.3	-0.2	4.0	7.2	-11.7	i	0.6	4.5
Cc1ccc2oc3c(SCc4nc5ccccc5[nH]4)nc(C)nc3c2c1	-17.5	1.7	1.4	-0.1	-23.6	0.5	-5.0	i	-7.0	-7.9
CCN(CC)C(=N)N1c2ccccc2CCC1C (centres undefined)	-2.9	-1.2	-0.1	-0.2	-0.1	0.2	-12.1	i	2.5	0.0
O=C(OC1CCOC1=O)c1cc(-c2ccc(Cl)cc2)nc2ccccc12 (centres undefined)	1.0	1.8	2.0	-0.4	-21.6	4.2	8.9	i	-6.8	1.5
Cc1ccc(Nc2nc(N/N=C/c3c[nH]c4ccccc34)nc(N3CCOCC3)n2)cc1	-0.2	3.1	-5.2	-0.1	1.1	15.1	2.7	i	-32.0	10.5
O=C(Nc1ccc(Cl)cc1)Nc1ccon1	-1.2	0.4	-0.2	0.2	-4.0	-1.2	-2.0	i	-0.4	33.3
Cc1cc(C)c2c(N)c(C(=O)Nc3cccc(C)c3C)sc2n1	2.7	0.5	-0.4	-0.5	-18.6	-5.0	-12.1	i	-1.4	14.3
Cc1cc(NS(=O)(=O)c2ccc(NC(=O)CCCOc3ccccc3C)cc2)no1	4.2	-0.5	-0.1	-0.5	6.8	-4.7	-12.9	i	1.0	11.7
O=C(Cc1nnc(NC(=O)Nc2ccc(Cl)cc2)s1)NCc1ccccc1	11.2	-0.6	-0.1	-0.5	1.2	7.2	0.0	i	48.2	3.1
COC(=O)c1ccc(/C=C2/SC(=S)N(CCCC(=O)Nc3ccccn3)C2=O)cc1	-12.7	-0.5	2.5	-0.1	-11.3	1.8	0.5	i	1.4	-1.4
CCc1nccn1S(=O)(=O)c1ccc2ccccc2c1	13.4	0.3	0.6	-1.2	-1.1	-3.0	-0.4	i	0.8	-9.2
CC(C)Oc1ccc(CCC(=O)NNC(=O)c2ccccc2C(=O)O)cc1	-6.6	-2.4	-1.5	-1.0	-8.0	-7.1	-9.1	i	-3.0	-1.0
CC(C)c1ccc(S(=O)(=O)N2CCN(C(=O)CCNS(=O)(=O)c3ccccc3F)CC2)cc1	-6.8	1.0	3.4	-0.3	-2.6	-8.9	-5.7	i	-3.0	19.4
N#Cc1cn(Cc2ccncc2)c(=O)[nH]c1=O	4.8	-1.2	0.7	-1.1	-2.3	6.8	1.4	i	26.2	-0.4
O=C(CCn1cccc1)Nc1cc(F)ccc1F	3.3	-2.3	5.5	-0.9	-2.8	-3.9	0.6	i	-0.5	5.0
CCCCSc1nnc2[nH]c(=O)cc(N)n12	5.9	-0.7	1.3	-0.6	13.6	1.4	2.2	i	4.4	-4.2
Cc1cc(C)n(CCNC(=O)c2ccc3c(c2)OCO3)n1	-4.1	-0.1	-0.3	-0.1	6.6	5.3	-1.2	i	0.6	13.4
CCCCNc1c(-c2cccc(-c3ccc(OC)cc3)c2)nc2ccc(C)cn12	-1.8	15.4	7.2	-0.3	0.9	1.1	19.6	.	-22.3	17.2
CC(C)OC(=O)C(C#N)c1nc2ccccc2nc1N1CCN(Cc2ccccc2)CC1 (centres undefined)	-51.4	2.8	1.2	-0.8	-6.2	6.7	-0.6	i	-15.8	10.0
COc1ccccc1S(=O)(=O)Nc1ccc2nc(C)sc2c1	7.9	0.4	-1.4	0.2	15.2	1.7	-4.6	i	3.3	-13.3
Cc1cc(Cl)ccc1N1C(=O)CC(SCCC(=O)O)C1=O (centres undefined)	0.4	-0.1	0.2	-1.1	-1.0	0.1	-5.9	i	-8.3	19.4
O=C(Nc1ccc2c(c1)OCCO2)c1ccccc1Cl	15.3	-1.9	-5.4	-0.2	1.2	-1.2	.	i	-0.1	22.0
CCOC(=O)c1ccccc1NC(=O)N[C@@H](C)C(=O)OC	3.2	-0.1	-2.4	-0.9	-0.2	-3.8	-3.8	i	5.2	-2.6
COc1ccc(NC(=O)NCc2ccc3c(c2)OCO3)cc1	4.6	0.9	-1.7	-0.9	-1.2	1.3	-8.0	i	-0.3	7.0
O=C(NCCCn1ccnc1)Nc1cccc2ccccc12	-14.1	-0.5	0.1	-1.3	-13.5	-2.4	-4.2	i	-0.6	7.1
Cc1ncoc1C(=O)N1CCc2c([nH]c3ccccc23)C1C1CCCCC1 (centres undefined)	1.3	-1.5	0.0	-0.8	-0.2	-1.0	1.4	i	-0.8	10.7
FC(F)(F)c1cc(-c2ccccc2)nc(NCc2cccnc2)n1	-0.2	1.5	1.3	-0.1	1.5	-4.1	0.2	i	2.5	-9.9
O=C(COC(=O)c1cccc(S(=O)(=O)N2CCOCC2)c1)NC1CCCCC1	-4.2	-1.7	-0.4	-0.2	2.8	0.4	.	i	1.2	15.3
CCSc1nnc(NC(=O)c2c(C)noc2C)s1	5.0	-0.6	-0.9	-0.2	4.9	-2.3	-2.2	i	5.7	-6.2
C/C(=N\NC(=O)CC(C)C)c1ccc(N2CCCCC2)cc1	1.4	0.2	-4.3	-1.2	-1.1	-5.1	-11.8	i	2.1	5.1
Cc1cc(OCC(O)CN)ccc1Cl (centres undefined)	1.3	1.1	0.5	-1.5	-2.2	-3.4	-3.5	i	4.4	-8.1
CC(=O)c1c(O)c(C)c(O)c2c1OC1=CC(=O)C(C(C)=O)C(=O)[C@@]12C (some centres undefined)	-121.8	-2.1	-3.5	-1.2	14.3	-5.6	3.6	i	16.9	-1.4
CC1CCCCC1NS(=O)(=O)c1ccc(S(=O)(=O)N2CCCC2)cc1 (centres undefined)	-3.5	0.6	0.6	-0.1	28.7	-1.2	-5.6	i	-1.8	-5.9
CCCCCCc1cc2cc(C(=O)NCc3ccccc3)c(=N)oc2cc1O	-10.8	0.8	-10.8	0.0	-0.4	31.3*	-4.6	.	10.3	8.2
CCC(C)NS(=O)(=O)c1cc2c3c(c1)CCC(=O)N3CCC2 (centres undefined)	-6.1	-1.4	-0.3	-0.4	1.1	-1.8	-6.5	i	2.4	1.3
COc1cccc(NC(=O)C2C3C=CC4(O3)C2C(=O)N(CCN2CCCCC2)C4C(=O)NC2CCCCC2C)c1 (centres undefined)	5.3	-0.8	0.0	-0.8	1.8	-9.3	4.2	i	1.9	10.1
Cc1cccc(C)c1-n1c(C)nn(-c2ncc(C(F)(F)F)cc2Cl)c1=O	7.7	-0.2	-1.6	-0.6	0.6	2.6	-4.7	i	2.5	8.7
CSc1nc(C)cc(OCC#N)n1	-4.2	-1.1	-2.4	-0.8	-5.5	-3.4	2.5	i	2.1	-20.4

One compound at a time (already shown). Order of values: NRP1-CendR mod	LMPTP block	STEP inh	TbMetRS inhib	SUMO1 PPI mod	NadD block	Scp-1 inhibitor	Neddylation inh	DNMT1 block	SKN-1 inh
`C/C(=N\NC(=O)CC(C)C)c1ccc(N2CCCCC2)cc1` is listed with 1.4	0.2	-4.3	-1.2	-1.1	-5.1	-11.8	i	2.1	5.1
`CCCCCCc1cc2cc(C(=O)NCc3ccccc3)c(=N)oc2cc1O` is listed with -10.8	0.8	-10.8	0.0	-0.4	31.3*	-4.6	.	10.3	8.2

(next part)
SMILES	NRP1-CendR mod	LMPTP block	STEP inh	TbMetRS inhib	SUMO1 PPI mod	NadD block	Scp-1 inhibitor	Neddylation inh	DNMT1 block	SKN-1 inh
Cc1onc(-c2ccccc2)c1C(=O)NC(CC(=O)O)c1ccc(OC(C)C)cc1 (centres undefined)	-2.4	-1.5	-1.1	2.1	2.2	-7.4	11.9	i	3.5	3.2
COC(=O)CSc1nnc(C)n1-c1cccc(C#N)c1	-2.9	-1.6	-1.2	-0.2	-1.2	-3.6	-3.8	i	0.3	11.0
O=c1nc(N2CCOCC2)ccn1-c1nc(-c2ccccc2)oc1-c1ccccc1	10.3	-1.5	-2.3	0.0	-13.2	6.1	-5.9	i	-0.9	9.1
COc1ccc(N2CC(C(=O)Nc3ncccc3C)CC2=O)cc1 (centres undefined)	2.7	-0.8	-4.8	-0.5	-1.3	-4.6	-10.4	i	1.9	-0.2

Part of the list above, showing only STEP inh, LMPTP block and TbMetRS inhib.
structure | STEP inh | LMPTP block | TbMetRS inhib
CSc1nc(C)cc(OCC#N)n1 | -2.4 | -1.1 | -0.8
CCN(CC)C(=N)N1c2ccccc2CCC1C (centres undefined) | -0.1 | -1.2 | -0.2
Cc1cc(Cl)ccc1N1C(=O)CC(SCCC(=O)O)C1=O (centres undefined) | 0.2 | -0.1 | -1.1
CCSc1nnc(NC(=O)c2c(C)noc2C)s1 | -0.9 | -0.6 | -0.2

Screens (PubChem)
